S1P4 antagonist – S1P4 receptor antagonists, primary screen, cell-based; Sphingosine 1-phosphate receptor 4 (Homo sapiens), O95977; S1P4-expressing cells, antagonist mode, reporter read-out; inhibition, % at 4.98 µM; 0.26% of 220,000 active; AID 1510, 2009; in the data active = inhibition above about 29%;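 note: 0% = wells stimulated with agonist and 100% = vehicle wells without agonist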
TRPML3 ag – human TRPML3 channel agonists, primary screen, cell-based, HEK293 TRPML3-YFP, Fluo-8 calcium fluorescence, 3 µM. Mucolipin-3 (Homo sapiens), Q8TDD5. 100% = the carbachol control signal. activation, % at 3 µM. 0.29% of 220,000 active. AID 1448, 2008;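 active = activation above its plate's cutoff, the mean activation of the plate's test wells plus 3 SD, cut at about 12% in these data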;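 note: 0% = DMSO only wells and 100% = carbachol wells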
Target sequence (Q8TDD5 whole entry, looked up): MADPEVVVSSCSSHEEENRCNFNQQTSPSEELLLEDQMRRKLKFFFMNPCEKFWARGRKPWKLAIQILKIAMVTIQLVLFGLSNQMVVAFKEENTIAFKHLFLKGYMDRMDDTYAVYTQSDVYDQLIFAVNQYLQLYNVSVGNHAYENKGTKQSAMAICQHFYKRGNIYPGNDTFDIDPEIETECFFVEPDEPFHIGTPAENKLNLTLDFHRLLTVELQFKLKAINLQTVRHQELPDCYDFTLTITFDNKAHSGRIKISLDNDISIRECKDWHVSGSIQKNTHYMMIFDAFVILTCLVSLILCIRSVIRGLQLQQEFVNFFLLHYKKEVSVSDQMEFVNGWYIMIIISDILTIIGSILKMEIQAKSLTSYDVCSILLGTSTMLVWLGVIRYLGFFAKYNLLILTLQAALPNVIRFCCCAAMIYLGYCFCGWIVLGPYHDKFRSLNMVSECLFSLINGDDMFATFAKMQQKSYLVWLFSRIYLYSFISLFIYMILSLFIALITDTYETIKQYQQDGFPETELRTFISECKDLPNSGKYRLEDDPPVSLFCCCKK
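Test system: HEK293 cells stably carrying human TRPML3-YFP; Doses: single dose, 3 µM final nominal compound, 0.3% DMSO final; Schedule: dye loading 1 h 37 °C then 30 min ambient, 125 s read; Technique: Fluo-8 calcium fluorescence; Benchmarks: high control carbachol 87 µM, low control DMSO.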
S1P4 ag – S1P4 receptor agonists, primary screen, cell-based; Sphingosine 1-phosphate receptor 4 (Homo sapiens), O95977; S1P4-expressing cell line, agonist reporter assay; activation, % at 4.98 µM; 0.35% of 220,000 active; AID 1509, 2009; in the data active = activation above about 11%;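 note: 0% = DMSO vehicle and 100% = reference agonist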
TRPN1 ag – zebrafish TRPN1 channel agonists, primary screen, cell-based, HEK293, calcium fluorescence. activation, % at 3 µM. AID 1424, 2008. 0.18% of 220,000 active. HEK293 zebrafish TRPN1-YFP, Fluo-8 calcium fluorescence; 100% = response to 87 µM carbachol. transient receptor potential cation channel N1 (TRPN1/NompC), Danio rerio;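 active = activation above its plate's cutoff, the mean activation of test wells on that plate plus 3 SD, cut at about 19% in these data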;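 note: 0% = DMSO alone and 100% = 87 µM carbachol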
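Assay system: Zebrafish TRPN1-YFP in HEK293 cells | Incubation: Dye loading 1 h at 37 °C, then 30 min room temperature | Measured by: Kinetic Fluo-8 fluorescence, ex 470-495, em 515-575 nm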
NPY-Y1 antag – NPY-Y1 receptor antagonists, primary screen, cell-based; Neuropeptide Y receptor type 1 (Homo sapiens), P25929; HEK293-CNG Y1 cells, membrane potential fluorescence; NPY at EC95, then isoproterenol; inhibition, % at 3.6 µM; 1% of 200,000 active; AID 1040, 2008;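 active = inhibition above the campaign mean inhibition of all tested compounds plus 3 SD, cut at about 20% in these data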;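 note: 0% = DMSO wells given NPY plus isoproterenol and 100% = isoproterenol alone without NPY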
Target sequence (P25929 whole entry, looked up): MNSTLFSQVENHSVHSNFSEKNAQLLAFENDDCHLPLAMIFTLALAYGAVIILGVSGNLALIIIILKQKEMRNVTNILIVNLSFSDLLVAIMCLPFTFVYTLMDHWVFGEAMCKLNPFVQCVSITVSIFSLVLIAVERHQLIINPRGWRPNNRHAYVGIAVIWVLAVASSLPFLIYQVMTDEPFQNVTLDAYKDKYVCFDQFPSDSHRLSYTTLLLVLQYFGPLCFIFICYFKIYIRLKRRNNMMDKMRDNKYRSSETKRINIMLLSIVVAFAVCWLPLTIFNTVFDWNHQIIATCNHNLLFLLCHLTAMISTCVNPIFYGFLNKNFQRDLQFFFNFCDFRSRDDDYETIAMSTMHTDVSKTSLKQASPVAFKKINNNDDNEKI
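System: HEK293 cells with Y1 receptor plus CNG channel / Probe or stimulus: NPY 25 nM then isoproterenol 1 µM plus Ro 20-1724 25 µM / Compound: one concentration, 3.6 µM, in 0.4% DMSO / Schedule: compound incubation 1 h at room temperature, readout 45 min post-stimulation / Measured by: membrane potential fluorescence / Read-out: % inhibition of NPY effect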
EP2 mod – EP2 receptor modulators, cAMP readout, primary screen, cell-based, HTRF cAMP, PGE2 stimulation. Prostaglandin E2 receptor EP2 subtype (Homo sapiens), P43116. EP2-expressing cells, cAMP HTRF FRET, PGE2 co-stimulation. induction, % at 25 µM. 0.83% of 260,000 active;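 active = compounds whose cAMP rise, as percent of the full-agonist control response, exceeds 60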;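 note: rat C6 glioma line stably carrying human EP2 under a CMV promoter; the protocol text gives 20 µM as final concentration; 100% = response of wells given 1 µM PGE2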
NPY-Y2 PAM-ag – NPY-Y2 potentiators or agonists, primary screen, cell-based; cells expressing NPY-Y2, potentiator/agonist read-out; 0.45% of 220,000 active; AID 1359, 2008; activation, % at 3.6 µM; in the data active = activation above about 27%;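 note: cells stimulated with NPY near EC25 plus isoproterenol at EC100; 0% = vehicle plus submaximal agonist and 100% = vehicle plus saturating agonist; some results beyond the cut were filed as inactive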
NPY1 pot ag – NPY-Y1 receptor potentiators or agonists, primary screen, cell-based; activation, % at 3.6 µM; NPY-Y1 expressing cells, potentiator/agonist activation; 0.37% of 220,000 active; Neuropeptide Y receptor type 1 (Homo sapiens), P25929; in the data active = activation above about 33%, passing the limit was not always enough;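 note: cells stimulated with NPY at EC10 then isoproterenol at EC100; 0% = low agonist plus stimulus and 100% = saturating agonist plus stimulus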
CHOP inhibitor – inhibitors of CHOP promoter induction, primary screen, cell-based, unfolded protein response, luciferase reporter; AID 2732, 2010; 3.8% of 220,000 active; inhibition, % at 10 µM; CHO-K1 CHOP-promoter luciferase, tunicamycin-induced, 15-18 h;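 active = compounds that reduced the stress-induced luciferase reporter signal by more than about 70% of percent inhibition, limit read from the data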;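 note: 0% = tunicamycin plus vehicle and 100% = wells without tunicamycin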
* = called active by the depositor; nt = not tested or not shown.

Second line of a record – S1P4 ag, EP2 mod, CHOP inhibitor, NPY1 pot ag, TRPML3 ag, TRPN1 ag, NPY-Y2 PAM-ag, NPY-Y1 antag, S1P4 antagonist
CC(=O)c1ccc(N=Nc2ccc(N)cc2)cc1
 : 1.3, -42, 28, 32, -1.4, -1.8, 27, nt, -11
O=C1CC(=O)C(n2cncn2)C(c2ccc(Cl)cc2Cl)C1 (configuration not stated)
 : -0.9, 26, -6, -21, 0.1, 0.4, -4, -1, -31
COC(=O)C1=NN(C(C)=O)C2(CC(=O)N(c3cc(C)cc(C)c3)C2=O)C1 (configuration not stated)
 : -3.7, 0, 14, 7, -0.3, -0.6, 6, -1, -12
Cc1ccc(/C=C2\SC(=S)N(c3cccnc3)C2=O)cc1
 : 1.6, -9, 51, 16, 1.1, -1.1, 3, -1, -16
CCN1CN(Cc2ccco2)CNC1=S
 : 2.1, 10, -6, 13, 0.0, -0.2, 5, 1, -1
O=C1NCCN1Cc1ccccc1
 : 0.2, 28, 25, -2, 0.4, -0.1, -9, -3, -23
CCn1c2ccccc2c2c3ncc4cccn4c3ccc21
 : 8.2, 42, -16, 14, 0.7, 0.7, -15, nt, -1
O=C(Nc1ccc(F)c(F)c1)c1ccccc1-c1ccccc1
 : 1.3, 20, -4, -18, -0.9, -1.1, 8, 1, -13
CC(=O)Oc1cccc(/C=c2\sc3nc(-c4ccco4)nn3c2=O)c1
 : -1.4, -17, 107*, -17, 0.7, -0.1, -4, 0, -2
COC(=O)c1cc(OC)c(OC)cc1NC(=O)CSc1nnc(-c2cccnc2)n1C
 : -0.2, -4, -21, -5, 0.5, 0.9, 4, 4, -9
O=C1c2ccccc2C(Nc2ccc(S(=O)(=O)N3CCCCCC3)cc2)N1Cc1ccco1 (configuration not stated)
 : -1.4, -16, 30, -10, 1.0, -0.6, -4, 2, -4
CCCCSc1nnc2c(n1)[nH]c1ccccc12
 : 2.0, 18, -22, 6, 0.6, -0.7, 8, -1, -7
Cc1ccnc2nc(C(=O)Nc3cc(Cl)ccc3N3CCOCC3)nn12
 : -0.2, 0, 2, 9, -0.2, 1.1, 6, 2, -9
COc1ccc(C(=O)CNc2ccc(C)cc2C)cc1
 : -1.1, -20, -7, -6, 0.9, -1.0, -5, nt, -8
CN(C)[C@@H](CO)c1nnc([C@H](CCC(=O)O)NC(=O)C2CCNCC2)o1
 : -0.9, -17, -4, -2, -0.1, 0.8, -6, -2, -21
c1ccc(-c2ccc(OCCCNC3CCCC3)cc2)cc1
 : -0.6, -55, 24, -9, 1.2, 1.3, -4, 2, 4
CC1CCCC(NC(=O)c2ccc3c(=O)n(CC4CCCO4)c(=O)[nH]c3c2)C1C (configuration not stated)
 : 0.6, -16, -11, 6, 1.3, 1.7, -1, -1, -7
COc1cccc(CNC(=O)CN(C)S(=O)(=O)c2cccc3cccnc23)c1
 : -0.9, -30, 6, -5, 1.3, 2.3, -40, nt, 2
Cc1nn(C)c(C)c1CCC(=O)O
 : 0.2, 19, -19, -16, 1.0, 0.8, -15, -2, 10
S=C(NCc1ccc(Cl)cc1Cl)NC1CCCCC1
 : -0.9, -31, 62, 10, 5.4, 6.2, -5, -6, -15
O=S1(=O)NC(=NCc2ccco2)c2ccccc21
 : -0.2, 23, 17, -13, 0.4, 1.6, -19, 3, -8
O=C1N=C(c2ccccc2)C(c2ccccc2)N1 (configuration not stated)
 : -0.2, 17, 10, 11, 0.7, -1.7, 21, 10, 11
O=C(O)C#Cc1cccc2ccccc12
 : -0.7, -6, -2, -27, -0.7, 0.6, -39, nt, 9
O=C(NCCN1CCOCC1)c1ccc(CS(=O)(=O)c2ccc(Br)cc2)o1
 : -3.5, nt, nt, 2, -0.2, 0.7, -6, 1, -7
CCC(=O)NNc1nc2c(C)cccc2s1
 : 0.2, -16, 54, -8, 1.4, 1.9, 8, 5, -11
COc1cc(NC(=O)c2ccc(S(=O)(=O)N(C)C)cc2)cc(OC)c1OC
 : 3.1, -32, -33, 4, 0.6, 1.5, 7, 2, -7
CCC(=O)N(C)CCc1cc2c(c(OC)c1/C=N/NC(=O)[C@H]1C[C@@H]1c1ccccc1)OCO2
 : 0.3, -46, 3, -4, -1.6, -0.5, -18, nt, 0
Cc1ccc(S(=O)(=O)N(C)Cc2nc(-c3ccccn3)no2)cc1
 : 1.5, 27, 16, -7, 0.7, 0.3, 1, 2, 2
O=C(Nc1cccc(Cl)c1)c1csc(-c2ccccc2)n1
 : 1.7, -2, 11, -22, -0.6, -1.1, -40, 23*, -3
O=C(/C=C/c1ccc(Br)o1)Nc1nnc(C2CC2)s1
 : -1.1, -5, -20, 6, 0.5, 0.5, 1, nt, 8
O=C(c1cc(-c2ccncc2)nc2ccccc12)N1CCN(S(=O)(=O)/C=C/c2ccccc2)CC1
 : -1.3, 2, -1, 3, 0.0, -0.8, -8, 6, 7
O=S(=O)(c1ccccc1)N1CCN(S(=O)(=O)c2ccccc2)C1
 : 2.7, 12, 6, -17, -0.1, -0.1, -4, 8, -4
CCCCOc1ccc(NC(=O)c2cc(F)c(F)cc2Cl)cc1
 : 0.4, -54, 16, -26, -0.2, -2.4, -17, 18, -3
COc1ccc(N(CC(=O)N2c3ccccc3CC2C)S(=O)(=O)c2c(C)nn(C)c2C)cc1 (configuration not stated)
 : -3.4, 11, 10, 0, -0.6, 1.9, -9, -3, -1
CC(=O)OC1COC(OC2C(O)C(C)OC(OC3C(OC4CCC5(C)C(CCC6(C)C5CC=C5C7CC(C)(C)CCC7(C(=O)O)CCC56C)C4(C)CO)OCC(O)C3O)C2O)C(O)C1OC(C)=O (configuration not stated)
 : 1.6, -1, 92*, 60*, 95*, 123*, 7, 23*, 15
COc1ccc(C2OC(=O)c3ccccc3S2)cc1 (configuration not stated)
 : -3.5, 7, 1, 16, 0.0, -0.8, 9, 1, -5
CS/C(=C\[N+](=O)[O-])Nc1ccc(Cl)cc1
 : 0.5, -3, 18, -6, 0.1, 1.3, -6, 3, 9
O=C(CSc1nnc(-c2cccnc2)o1)OC1CCCCC1
 : 2.7, 1, -12, -20, -0.4, 1.8, -19, -3, -14
Cc1cc(-c2nc3ncccc3o2)ccc1NC(=O)CC(C)C
 : -0.4, 0, 25, 14, 0.6, 0.7, -2, -3, -7
COc1ccc(/C=N/NC(=O)CN(CCc2ccccc2)S(=O)(=O)c2ccc(NC(C)=O)cc2)cc1OC
 : 2.2, -32, 9, -10, 0.0, 1.2, -5, -1, -5
Cc1ccc(NC(=O)NC(=S)NC(=O)c2ccccc2)cc1
 : 0.3, 1, 9, -4, 0.5, -0.3, -8, 4, -4
CCOc1cc(S(=O)(=O)NC2CCCCCC2)ccc1F
 : 0.4, -23, 76*, -9, 1.5, 0.8, -10, -2, -8
O=C(CCCC(=O)NCC1CCCO1)NCC1CCCO1 (configuration not stated)
 : 39*, 23, 6, 14, 0.2, -0.8, 17, 13, 2
COc1ccc(Cn2c(=O)oc3ccc(C)cc32)cc1OC
 : 2.1, 7, nt, -17, 1.5, 6.1, -14, -4, -32
Nc1c(S(=O)(=O)c2cccc(Cl)c2)c2nc3ccccc3nc2n1/N=C/c1ccc(O)c(O)c1
 : 1.9, 26, 107*, 30, 0.3, 0.3, 32, -13, -7
Cc1ccc(N2CCN(/N=C/c3ccncc3)CC2)cc1
 : -1.2, -19, 36, 24, 1.8, 1.7, 8, -2, -11
O=C(CC1CCCCC1)Nc1ccc(-c2ccc3nncn3n2)cc1
 : 1.9, -17, 7, -5, 1.3, 1.0, -6, -3, -6
Cc1cc(S(=O)(=O)NCc2ccco2)c(C)s1
 : 0.4, 29, 8, 8, -0.2, 0.3, 6, -3, 5
CCOC(=O)C1CCCN(Cc2cccs2)C1 (configuration not stated)
 : 2.8, 2, -3, -9, 0.3, -1.4, -16, -2, -18
CCOc1ccc(NC2=CC(=O)CC(c3ccco3)C2)cc1 (configuration not stated)
 : -2.2, 0, 7, 7, -0.2, -1.4, 6, -3, -6
COc1cc([N+](=O)[O-])ccc1NC(=O)CN(C)C
 : -2.2, -5, -26, 12, 0.5, 1.2, -2, 0, -2
COCCN(C(C)=O)c1nnc(-c2ccccn2)s1
 : 1.4, 15, -34, 5, 1.1, 1.3, -3, -2, 2
CCOC(=O)c1cn(CC2CC2)c2cc(F)c(F)cc2c1=O
 : 0.9, 28, 15, 0, 0.1, 0.7, -9, 5, -8
NC(=O)CSc1nc2cc3c(cc2c(=O)n1CCCC(=O)NCc1ccc2c(c1)OCO2)OCO3
 : -2.3, 10, 28, -26, -0.3, 1.1, -8, -4, -5
CC1(C)C(C=C(Cl)Cl)C1C(=O)N(Cc1cccc(Cl)c1)C1CCS(=O)(=O)C1 (configuration not stated)
 : 0.7, 23, 35, 25, -0.1, -0.4, 10, 4, 0
CCn1cc(C(=O)NCCN(C)CCc2ccccc2)c(=O)c2cc(S(=O)(=O)N(C)C)ccc21
 : 2.1, 2, 42, 7, 0.0, -0.5, -14, 2, 2
Cc1cc2oc(=O)cc(CN3CCN(S(=O)(=O)/C=C/c4ccccc4)CC3)c2cc1C
 : -1.9, 3, 50, -26, 0.6, -0.4, 6, 7, -11
CC(C)N(Cc1nc2ccccc2[nH]1)C(C)C
 : -1.3, -22, -2, -1, -0.1, -0.4, 1, 6, -14
CC(=O)/C(=N\Nc1ccc(Cl)cc1)Sc1nnc(-c2ccccc2)n1-c1ccccc1
 : 3.2, 20, 30, -8, 0.3, -0.3, 5, -4, -17
CC(C)Oc1ccc(Cc2n[nH]c(=S)n2Cc2ccccc2)cc1Cl
 : -1.2, 51, -5, 1, 0.1, -0.6, 15, 1, -1

(cont.)
Second line of a record – S1P4 ag, EP2 mod, CHOP inhibitor, NPY1 pot ag, TRPML3 ag, TRPN1 ag, NPY-Y2 PAM-ag, NPY-Y1 antag, S1P4 antagonist
O=C(COC(=O)CCc1nc2ccccc2s1)Nc1ncc(Cl)cc1Cl
 : -0.4, -10, 10, -15, -0.5, -0.2, -5, 7, 4
COc1ccc(C2=NN(C(=O)c3cccs3)C(c3ccccc3OC)C2)cc1OC (configuration not stated)
 : -1.1, 25, 2, 12, -0.8, -1.3, 10, -4, 1
CC(C)(C)c1nnc(N/N=C/c2ccc(O)cc2)n(N)c1=O
 : 1.1, -1, -6, -6, 0.1, 0.1, -2, 8, -8
Cc1nn(-c2ccccc2)c(Cl)c1/C=N/Nc1nncc(=O)[nH]1
 : 1.1, 5, -13, -26, -0.3, -0.6, -19, nt, 5
O=C1N/C(=N/O)S/C1=C/c1cccnc1
 : 0.3, 10, 10, -14, 0.5, -0.6, 9, 0, -16
